Bioassay records deposited in PubChem BioAssay by several laboratories.
PfHsp40 rescue: restores yeast growth despite PfHsp40 toxicity; S. cerevisiae expressing PfHsp40, growth rescue, ATP luminescence; growth rescue, % at 12.5 µM; 0.68% of 340,000 active; AID 504582; in the data active = growth rescue above about 28%, passing the limit was not always enough; inconclusive = no clear call, values can overlap the other calls;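 also: yeast W303a lacking pdr1 and pdr3 grown in galactose medium; growth measured after three days at 30 °C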
Anthrax LF prot: anthrax lethal factor protease inhibition; multiplex microsphere protease cleavage assay, LF; 0.12% of 360,000 active; AID 588501; inhibition, % at 10 µM; also: plate controls were buffer without enzyme for full effect and enzyme alone for no effect
BoNT-A LC inh2: BoNT A light chain protease inhibition; multiplex microsphere protease substrate cleavage, flow cytometry; inhibition, % at 10 µM; 0.17% of 360,000 active; also: plate controls were buffer without enzyme for full effect and enzyme alone for no effect
Vc quorum ag: induces V. cholerae light production without autoinducers | V. cholerae BH1578 lux reporter, luminescence, 6 h | activation, % at 18.7 µM | 0.16% of 350,000 active | AID 588436; in the data active = activation mostly above about 9.7%, no sharp cut-off; inconclusive = no clear call, values can overlap the other calls; inactive = mostly below about 3.7%; also: not every result past the cut was called active; inactives centre near 0; reference of the scale not given here
SARS 3CLpro inh: SARS-CoV 3CLpro protease inhibition | P0C6X7 | recombinant SARS-CoV 3CLpro, quenched FRET peptide cleavage | inhibition, % at 6 µM | 0.14% of 290,000 active | AID 1706; in the data active = inhibition above about 12%
PrPC surface inh: cell surface PrPC inhibition, primary TR-FRET screen. P04156. AID 720596. inhibition, % at 13.8 µM. 0.43% of 370,000 active. TR-FRET read-out; in the data active = inhibition above about 24%; also: 0% = median of the test wells and 100% = reference compound wells
Y pestis TopoI: blocks Yersinia pestis topoisomerase I activity; activity, % at 10 µM; Y. pestis Topo-I cleavage product accumulation, plate reader; 0.064% of 360,000 active; in the data active = activity above about 50%, passing the limit was not always enough; inconclusive = no clear call, values can overlap the other calls; also: inactives centre near 2
TcdB GH inh: inhibitors of Clostridioides difficile toxin B glycohydrolase; P18177; AID 652162; 0.24% of 350,000 active; inhibition, % at 9.99 µM; TcdB glycohydrolase enzymatic assay, plate reader; in the data active = inhibition above about 10%
Target sequence (P18177 whole entry, looked up): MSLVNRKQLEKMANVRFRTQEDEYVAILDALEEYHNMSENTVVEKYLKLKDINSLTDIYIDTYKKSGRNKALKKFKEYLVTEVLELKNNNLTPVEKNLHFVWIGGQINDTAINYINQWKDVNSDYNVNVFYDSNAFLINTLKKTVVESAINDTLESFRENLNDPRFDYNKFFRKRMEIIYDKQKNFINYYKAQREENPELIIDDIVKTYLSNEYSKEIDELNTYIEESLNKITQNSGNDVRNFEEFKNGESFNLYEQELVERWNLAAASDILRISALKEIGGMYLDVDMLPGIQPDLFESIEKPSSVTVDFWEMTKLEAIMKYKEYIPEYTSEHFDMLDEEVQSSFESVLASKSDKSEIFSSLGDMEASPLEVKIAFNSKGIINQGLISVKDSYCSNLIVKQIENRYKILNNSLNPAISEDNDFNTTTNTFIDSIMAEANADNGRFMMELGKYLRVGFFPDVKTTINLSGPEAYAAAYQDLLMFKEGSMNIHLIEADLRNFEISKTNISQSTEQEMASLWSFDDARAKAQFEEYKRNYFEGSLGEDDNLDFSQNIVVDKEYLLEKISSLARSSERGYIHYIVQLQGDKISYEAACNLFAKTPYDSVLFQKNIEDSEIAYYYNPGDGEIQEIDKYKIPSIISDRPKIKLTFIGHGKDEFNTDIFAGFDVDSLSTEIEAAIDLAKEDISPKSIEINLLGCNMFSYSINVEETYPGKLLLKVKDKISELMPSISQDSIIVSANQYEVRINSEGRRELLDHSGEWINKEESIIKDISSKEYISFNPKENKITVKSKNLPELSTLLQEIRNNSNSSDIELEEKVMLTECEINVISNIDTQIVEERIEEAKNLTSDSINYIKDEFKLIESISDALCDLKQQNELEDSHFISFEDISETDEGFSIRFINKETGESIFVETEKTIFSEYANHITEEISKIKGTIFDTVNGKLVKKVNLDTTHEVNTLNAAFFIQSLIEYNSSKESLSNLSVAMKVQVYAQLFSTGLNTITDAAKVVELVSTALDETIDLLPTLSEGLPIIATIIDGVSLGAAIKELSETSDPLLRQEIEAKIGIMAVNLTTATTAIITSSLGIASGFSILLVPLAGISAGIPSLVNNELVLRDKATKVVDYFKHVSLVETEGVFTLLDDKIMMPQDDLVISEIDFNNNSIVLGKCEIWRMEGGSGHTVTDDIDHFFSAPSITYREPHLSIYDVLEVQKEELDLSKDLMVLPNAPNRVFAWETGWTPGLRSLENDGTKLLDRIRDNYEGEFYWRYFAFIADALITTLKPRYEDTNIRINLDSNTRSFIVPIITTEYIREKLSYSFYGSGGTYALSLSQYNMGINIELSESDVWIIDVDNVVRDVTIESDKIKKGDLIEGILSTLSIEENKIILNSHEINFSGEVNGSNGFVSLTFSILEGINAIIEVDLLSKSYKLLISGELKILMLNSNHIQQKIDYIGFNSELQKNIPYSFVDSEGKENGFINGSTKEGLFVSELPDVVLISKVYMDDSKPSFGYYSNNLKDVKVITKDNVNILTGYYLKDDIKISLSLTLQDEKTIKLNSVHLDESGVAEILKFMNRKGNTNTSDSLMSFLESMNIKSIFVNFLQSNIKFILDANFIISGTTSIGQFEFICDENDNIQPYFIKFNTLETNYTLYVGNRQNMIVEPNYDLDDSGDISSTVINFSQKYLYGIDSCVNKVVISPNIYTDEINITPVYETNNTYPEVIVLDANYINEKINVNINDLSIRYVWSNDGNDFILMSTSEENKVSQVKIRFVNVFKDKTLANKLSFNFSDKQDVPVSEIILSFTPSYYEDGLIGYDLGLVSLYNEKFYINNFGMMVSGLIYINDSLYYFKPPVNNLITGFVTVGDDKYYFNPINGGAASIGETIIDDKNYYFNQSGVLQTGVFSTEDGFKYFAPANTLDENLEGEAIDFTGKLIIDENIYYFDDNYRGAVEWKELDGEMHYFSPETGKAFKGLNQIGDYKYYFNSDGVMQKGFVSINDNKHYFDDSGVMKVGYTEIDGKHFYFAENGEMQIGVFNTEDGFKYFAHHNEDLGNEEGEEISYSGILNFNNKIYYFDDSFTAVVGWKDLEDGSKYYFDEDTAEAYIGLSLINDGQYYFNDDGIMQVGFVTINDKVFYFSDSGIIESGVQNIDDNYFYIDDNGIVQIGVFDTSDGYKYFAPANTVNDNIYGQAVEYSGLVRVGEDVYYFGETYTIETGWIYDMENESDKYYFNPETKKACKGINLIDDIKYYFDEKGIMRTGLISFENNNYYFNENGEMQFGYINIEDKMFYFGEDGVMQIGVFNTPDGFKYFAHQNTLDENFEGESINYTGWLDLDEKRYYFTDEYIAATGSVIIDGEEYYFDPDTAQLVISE
SSB-PriA inh: blocks PriA binding to SSB C-terminal tail; AID 1272365; 0.6% of 430,000 active; AlphaScreen SSBct-PriA binding, biotinylated peptide; inhibition, % at 33 µM; in the data active = inhibition mostly above about 37%, no sharp cut-off; inactive = mostly below about 20%;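 also: plate controls were negative control peptide for no effect and reference peptide for full effect; strong numbers were not always called active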
* hit, by the source's call; i = inactive; ? = inconclusive; . = no result given; & = joins results of further samples. Rule as the data show it, unless noted: active = inhibition above about 30%; inconclusive = no clear call, values can overlap the other calls; inactive = below that. This is a subset. The share of hits here may be higher or lower than overall.

SMILES	PfHsp40 rescue	Anthrax LF prot	BoNT-A LC inh2	Vc quorum ag	SARS 3CLpro inh	PrPC surface inh	Y pestis TopoI	TcdB GH inh	SSB-PriA inh
O=S(=O)(c1ccc(Br)cc1)N1CCN=C1SCc1cccnc1	2.6	-1	0.7	-0.2	2	2	-2	1.0	-4
CCOc1ccc(N2C(N)=NC(N)=NC2(C)C)cc1	0.3	0	1.8	i	-6	3	-4	.	-5
N#Cc1cc(C(=O)c2cc(Br)ccc2O)cn(C2CCCCC2)c1=O	-1.1	-2	0.3	i	2	2	-3	-0.5	-3
O=C(COC(=O)Cc1ccccc1)NC12CC3CC(CC(C3)C1)C2	-1.0	-2	-1.2	0.5	-2	4	18	.	-20
Cc1ccc(NC(=O)Nc2ccccc2CC[N+](=O)[O-])cc1	0.3	2	0.0	i	4	3	-3	0.7	-6
CN(C)c1ccc(Nc2nc(-c3cccnc3)cs2)cc1	0.1	-1	-0.8	-0.6	4	-2	2	.	41
CC(=O)NC(c1ccco1)c1cc(F)c2cccnc2c1O (stereo unspecified)	3.1	3	-0.9	i	.	1	8	-6.3	73*
CCCCC(CC)C(=O)Nc1ncc([N+](=O)[O-])s1 (stereo unspecified)	-1.3	-2	-0.5	i	2	9	-8	1.6	15
O=C(NC1CC1)C1CCN(S(=O)(=O)c2ccc(Cl)c([N+](=O)[O-])c2)CC1	0.0	-1	0.4	-0.3	.	-35	2	0.5	1
NC(=S)NN=C1Cc2cccc3cccc1c23	0.0	12	0.6	1.6	.	3	-2	0.8	9
CCC(C)(C)NC(=O)C1CCCN(S(=O)(=O)c2ccc3c(c2)CC(C)N3C(=O)C2CC2)C1 (stereo unspecified)	1.7	0	-1.1	-2.6	4	-4	25	1.0	-11
CC(C)c1ccc(N(C(=O)c2ccco2)C(C(=O)NC2CCCC2)c2ccncc2)cc1 (stereo unspecified)	-0.5	-2	-0.2	-0.3	7	7	21	1.6	-5
O=C(CC1SC2=NCCN2C1=O)Nc1ccccc1 (stereo unspecified)	-0.8	-1	-0.3	i	1	1	-6	.	-8
Cc1cc2oc(=O)cc(-c3ccccc3)c2c(C)c1-c1ccc(F)c(Cl)c1	0.2	-7	-0.5	i	.	-1	-12	-0.7	0
O=C(O)CC(=O)NC12CC3CC(CC(C3)C1)C2	-1.2&0.1	8&0	1.3&0.0	1.1	-7&0	-4&3	-1&-2	.	-11
Cn1c(=O)n(C)c2cc([N+](=O)[O-])c(N3CCNCC3)cc21	-0.3	2	0.2	-2.2	-1	-19	-5	-0.1	-12
O=C(CNC1CCCC1)Nc1ccc(S(=O)(=O)N2CCCCC2)cc1	-1.1	12	-1.6	-0.2	6	3	13	2.3	-6
O=C(CN1CCCCC1)Nc1ccc(S(=O)(=O)NC2CCCCC2)cc1	-1.6	-5	1.0	i	0	3	7	0.2	2
Cc1ccc(F)cc1C(=O)N1CCCCC1c1cc(C(=O)Nc2cccc(C#N)c2)no1 (stereo unspecified)	.	-8	-1.0	-0.4	.	-11	15	1.1	.
CN(C(=O)c1cc(COc2ccc(F)c(F)c2)on1)C1CCOC1 (stereo unspecified)	0.2	0	-0.5	-0.6	-2	0	6	1.2	-9
N#C/C(=C\c1ccc(-c2ccccc2C(=O)O)o1)c1nc2ccccc2[nH]1	0.8	-1	-4.3	i	-9	-4	-1	2.0	3
CC(C)(C)c1nnc(NC(=O)C2CCN(C(=O)c3ccco3)CC2)s1	-1.5	-4	-2.8	0.6	1	-3	-13	1.0	1
CCN=c1scc(C)n1/N=C/c1cc(Br)c(O)c(OC)c1	0.3	-1	1.0	i	0	2	-3	-147	.
C/C(=N\NC(=O)CNc1cccc(C)c1)c1ccc(Br)s1	2.6	3	1.7	-0.5	1	-4	6	0.2	.
O=C(CNC(=O)c1ccncc1)N/N=C/c1ccc(O)cc1O	0.4	-2	-0.6	i	0	-7	-3	-7.8	.
CCN(CC)CC(O)Cn1c(-c2cccc(Cl)c2)nc2cc(C)c(C)cc21 (stereo unspecified)	-0.2	-12	-6.5	-1.3	-1	-8	-1	1.8	0
O=[N+]([O-])c1cc(Br)ccc1NS(=O)(=O)c1ccccc1	65*	-3	-0.3	i	.	-4	3	19*	6
CCOC(=O)N1CCC(Nc2c(-c3ccccc3)c(=O)c2=O)CC1	-0.5	0	1.3	-5.9	-5	-8	3	.	5
COc1ccc(NC(=O)C2CCCN(c3c4c(nc5ncnn35)CCC4)C2)cc1OC (stereo unspecified)	-0.8	-3	1.9	-2.8	3	5	4	.	4
CN(C)c1ccc(N=Nc2ccc(S(N)(=O)=O)cc2)cc1	-0.9	-3	1.1	-0.1	3	-28	0	-5.3	10
CCN(CC)c1ccc(NC(=O)COC(=O)C23CCC(=O)N2c2ccccc2S3)cc1 (stereo unspecified)	0.4	-9	-1.2	i	0	-2	-3	.	54
COc1cc(/C=C/c2nc3ccccc3c(=O)[nH]2)cc(OC)c1OC	0.1	-7	-4.6	i	-3	3	1	0.2	0
COc1ccc(CCC(=O)OCC(=O)Nc2sccc2C#N)cc1	2.3	-3	0.4	-0.8	.	-2	9	1.0	0
CC(=O)N1C=CN(C(C)=O)C(c2cn(C)c3ccccc23)C1c1cn(C)c2ccccc12 (stereo unspecified)	-0.6	-2	0.9	-0.1	-1	7	19	.	20
COc1ccc(-c2nc(C3CCCCC3)no2)cc1OC	-0.5	1	0.9	-2.4	2	-4	11	1.2	-73
Cc1onc(-c2ccccc2Cl)c1C(=O)OCC(=O)N1CCCCC1	-0.7	4	-0.3	i	.	-6	3	0.0	-6
Cn1c(C(=O)N2CCCC(C(=O)O)C2)cc2sccc21 (stereo unspecified)	0.0	4	0.0	i	9	0	2	.	-1
CCOc1ccc(/C=C/C(=O)c2ccc(-c3ccccc3)cc2)cc1	-0.9	0	0.6	i	0	4	2	.	-3
CN(Cc1ccco1)C(=O)CSc1nn2c(=O)c(C(C)(C)C)nnc2s1	-1.0	-7	0.1	i	.	3	11	-0.1	6
Cc1cccc2nc(CSc3ccc(Cl)cc3)cn12	-0.2	2	-0.8	-0.4	-2	4	22	3.0	-11
COc1ccc(CN(C)CCCn2ccc(N)nc2=O)cc1OC	.	-4	0.2	i	.	-6	-1	0.4	.
O=C(NNC(=O)c1ccccc1F)c1ccc(NS(=O)(=O)c2ccc(F)cc2)cc1	1.1	2	-4.1	i	.	-5	-7	-0.3	-4
CCN(C(=O)c1coc(=O)c2ccccc12)c1cc(OC)ccc1OC	-0.3	3	0.1	i	2	-5	8	.	-5
CN1CCNC(=O)C1CC(=O)NCC1(c2ccccc2)CCCCC1 (stereo unspecified)	1.4	1	0.2	i	-2	6	5	1.1	-1
COc1ccc(C(=O)NCC(C)NC(=O)c2ccc(OC)c(Br)c2)cc1Br (stereo unspecified)	.	.	.	-0.6	.	1	1	0.0	-7
CCCN(C(=O)c1ccc(N(C)S(=O)(=O)c2ccc(C)cc2)cc1)C1CCS(=O)(=O)C1 (stereo unspecified)	-0.8	?	2.2	5.6	.	-2	13	1.7	-5
Cc1ccc(Nc2n[nH]c(=S)s2)c(C)c1	.	-7	-0.2	-0.2	.	-9	1	1.6	.
CCn1nnc2cc(C(=O)NCC(c3ccccc3OC)N(C)C)ccc21 (stereo unspecified)	0.0	-7	2.2	-0.1	-5	-8	7	-0.4	-5

Brought forward from above: two compounds, followed by the next part.
SMILES	PfHsp40 rescue	Anthrax LF prot	BoNT-A LC inh2	Vc quorum ag	SARS 3CLpro inh	PrPC surface inh	Y pestis TopoI	TcdB GH inh	SSB-PriA inh
Cc1ccc(Nc2n[nH]c(=S)s2)c(C)c1	.	-7	-0.2	-0.2	.	-9	1	1.6	.
CCn1nnc2cc(C(=O)NCC(c3ccccc3OC)N(C)C)ccc21 (stereo unspecified)	0.0	-7	2.2	-0.1	-5	-8	7	-0.4	-5
O=C(CSc1nn(-c2ccc(F)cc2)c(=S)s1)NCC1CCCO1 (stereo unspecified)	-3.1	2	-0.6	i	4	0	1	-0.2	-4
CC(C)NCC(O)COCc1ccc(Cl)cc1 (stereo unspecified)	-0.4	-1	0.1	i	-1	1	-5	.	-4
Cc1nc(NCCC(C)C)c2nnn(Cc3ccccc3)c2n1	0.2	-8	-2.8	3.8	-3	0	8	0.2	-14
CCCCN(C)C(=O)c1nc2ccccn2c1CNC1CCC1	2.1	-1	-0.1	-0.6	-6	4	6	0.1	-5
O=C1NCCN(Cc2ccc(-c3ccccc3)cc2)C1CC(=O)N1CCN(CCO)CC1 (stereo unspecified)	-1.0	1	-0.2	-0.1	0	-7	8	-0.2	-3
Cn1c(=O)c2c(nc(CN3CCN(C(=O)c4ccco4)CC3)n2Cc2ccc(F)cc2)n(C)c1=O	2.1	0	0.4	3.7	-2	-6	8	.	-12

In the list so far, these have four or more nitrogen atoms.
SMILES	PfHsp40 rescue	Anthrax LF prot	BoNT-A LC inh2	Vc quorum ag	SARS 3CLpro inh	PrPC surface inh	Y pestis TopoI	TcdB GH inh	SSB-PriA inh
CCOc1ccc(N2C(N)=NC(N)=NC2(C)C)cc1	0.3	0	1.8	i	-6	3	-4	.	-5
CN(C)c1ccc(Nc2nc(-c3cccnc3)cs2)cc1	0.1	-1	-0.8	-0.6	4	-2	2	.	41
Cn1c(=O)n(C)c2cc([N+](=O)[O-])c(N3CCNCC3)cc21	-0.3	2	0.2	-2.2	-1	-19	-5	-0.1	-12
Cc1ccc(F)cc1C(=O)N1CCCCC1c1cc(C(=O)Nc2cccc(C#N)c2)no1 (stereo unspecified)	.	-8	-1.0	-0.4	.	-11	15	1.1	.
CC(C)(C)c1nnc(NC(=O)C2CCN(C(=O)c3ccco3)CC2)s1	-1.5	-4	-2.8	0.6	1	-3	-13	1.0	1
O=C(CNC(=O)c1ccncc1)N/N=C/c1ccc(O)cc1O	0.4	-2	-0.6	i	0	-7	-3	-7.8	.
COc1ccc(NC(=O)C2CCCN(c3c4c(nc5ncnn35)CCC4)C2)cc1OC (stereo unspecified)	-0.8	-3	1.9	-2.8	3	5	4	.	4
CN(C)c1ccc(N=Nc2ccc(S(N)(=O)=O)cc2)cc1	-0.9	-3	1.1	-0.1	3	-28	0	-5.3	10
CC(=O)N1C=CN(C(C)=O)C(c2cn(C)c3ccccc23)C1c1cn(C)c2ccccc12 (stereo unspecified)	-0.6	-2	0.9	-0.1	-1	7	19	.	20
CN(Cc1ccco1)C(=O)CSc1nn2c(=O)c(C(C)(C)C)nnc2s1	-1.0	-7	0.1	i	.	3	11	-0.1	6
COc1ccc(CN(C)CCCn2ccc(N)nc2=O)cc1OC	.	-4	0.2	i	.	-6	-1	0.4	.
CCn1nnc2cc(C(=O)NCC(c3ccccc3OC)N(C)C)ccc21 (stereo unspecified)	0.0	-7	2.2	-0.1	-5	-8	7	-0.4	-5
Cc1nc(NCCC(C)C)c2nnn(Cc3ccccc3)c2n1	0.2	-8	-2.8	3.8	-3	0	8	0.2	-14
CCCCN(C)C(=O)c1nc2ccccn2c1CNC1CCC1	2.1	-1	-0.1	-0.6	-6	4	6	0.1	-5
O=C1NCCN(Cc2ccc(-c3ccccc3)cc2)C1CC(=O)N1CCN(CCO)CC1 (stereo unspecified)	-1.0	1	-0.2	-0.1	0	-7	8	-0.2	-3
Cn1c(=O)c2c(nc(CN3CCN(C(=O)c4ccco4)CC3)n2Cc2ccc(F)cc2)n(C)c1=O	2.1	0	0.4	3.7	-2	-6	8	.	-12
